# Screening data: PubChem BioAssay, National Center for Advancing Translational Sciences (NCATS)
# LDHA inh: blocks human lactate dehydrogenase A. AID 1347041. P00338. 480,000 compounds, 0.15% hits. activity change, % (values are at about 110 or 230 µM). purified LDHA, NADH/diaphorase-resazurin fluorescence; hits give low values; in the data active = activity change below about -30%; inconclusive = mostly about -25% to -30%;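 also: plate controls were DMSO wells for no effect and wells without enzyme for full effect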
#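 Human LDH5 (2 nM) was incubated with 0.06 mM NADH and 0.2 mM pyruvate for 5 min at room temperature in Tris pH 7.4. Remaining NADH was coupled through diaphorase/resazurin, and resorufin fluorescence was read at 0 and 20 min.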
# RXFP1 agonist: RXFP1 (human) receptor agonism. Q9HBX9. HEK293T-RXFP1 cAMP TR-FRET, 30 min; response scale: percent of porcine relaxin response, buffer zero. Potency, µM (series often up to 57.5 µM), for inactives: at the top dose activation, usual class: activators. 370,000 compounds, 0.3% hits. AID 2676; also: potency is read from the fitted curve at half-maximal effect; % is scaled to controls: 0 for no effect and ±100 for the full control effect; nearly all actives have a fitted effect of over 60% in size; many of its hits are not listed in these tables
#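 HEK293T cells stably expressing RXFP1 were pretreated with the PDE4 inhibitor Ro 20174, exposed to compounds for 30 min at 37C, lysed, and cAMP was read by TR-FRET. Data normalized to buffer (basal) and 29 nM porcine relaxin (100%).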
# D1 antagonist: antagonists of human D1 dopamine receptor; P21728; HEK293 TREx D1 cells, calcium flux, dopamine EC80; hits give low values; activity change, negative = inhibition, % at 10 µM; 360,000 compounds, 3.2% hits; in the data active = activity change below about -30%; also: % is scaled to controls: 0 for no effect and ±100 for the full control effect
# Target sequence (P21728 whole entry, looked up): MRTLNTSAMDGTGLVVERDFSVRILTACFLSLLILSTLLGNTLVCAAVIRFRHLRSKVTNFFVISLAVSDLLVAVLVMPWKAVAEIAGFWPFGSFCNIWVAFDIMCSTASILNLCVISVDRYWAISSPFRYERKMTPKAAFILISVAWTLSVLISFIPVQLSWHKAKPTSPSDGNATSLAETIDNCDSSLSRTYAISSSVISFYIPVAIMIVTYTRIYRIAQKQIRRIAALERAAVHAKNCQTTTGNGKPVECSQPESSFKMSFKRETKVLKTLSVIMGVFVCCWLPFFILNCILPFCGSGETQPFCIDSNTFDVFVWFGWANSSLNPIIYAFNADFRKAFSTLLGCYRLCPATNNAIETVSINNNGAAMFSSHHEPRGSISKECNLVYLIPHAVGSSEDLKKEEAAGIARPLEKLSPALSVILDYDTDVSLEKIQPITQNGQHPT
#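 Using tetracycline-induced force-coupled D1 Hek293 cells and a calcium dye, signals were followed for 180 s after compound, then for 180 s after EC80 dopamine, to detect inhibitors.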
# Vif-APOBEC3G blk: Vif-A3G binding inhibition. 410,000 compounds, 0.076% hits. HeLa A3G-eYFP + Vif (tagged APOBEC3G with the HIV-1 protein that degrades it), YFP fluorescence, overnight. Potency, µM (titrated, usually from 46.1 µM), inactives show at the top dose activity, negative = active, most hits filed as inhibitors. AID 602310;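 also: potency is read from the fitted curve at half-maximal effect; % is scaled to controls: 0 for no effect and ±100 for the full control effect; nearly all actives have a fitted effect of over 60% in size; hits raise eYFP signal because A3G escapes Vif-driven loss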
#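 HeLa cells stably expressing Vif and C-terminally eYFP-tagged A3G, seeded overnight at 37 deg C, then exposed to compound by pintool overnight at 37 deg C. Rise in yellow fluorescence (Ex 488/Em 500-530, Acumen) marks blocked Vif-driven A3G degradation.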
# GRP78 ERSR act: induces the endoplasmic reticulum stress response in human glioma cells | U87-MG GRP78 promoter luciferase reporter, 16 h | Potency, µM, for the others: top-dose activation, hits mostly activators | 420,000 compounds, 0.02% hits | AID 602332; also: potency is read from the fitted curve at half-maximal effect; series mostly up to about 76 µM; % of control where 0% means no effect; nearly all actives have a fitted effect of over 35% in size
#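 ERSR induction read as luciferase luminescence (Bright-Glo, 10 min at room temperature) in stably transfected human U87-MG glioma cells exposed to compounds for 16 h, using GRP78 as sensor.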
# Vif-A3F inh: blocks the Vif interaction with APOBEC3F | HeLa A3F-eYFP + Vif (tagged APOBEC3F with the HIV-1 protein that degrades it), YFP fluorescence increase | AID 602313 | Potency, µM (top dose mostly 46.1 µM), for inactives: at the highest dose activity, negative = active | 390,000 compounds, 0.2% hits; also: potency is read from the fitted curve at half-maximal effect; % of control where 0% means no effect; nearly all actives have a fitted effect of over 65% in size
#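 HeLa cells stably expressing A3F-eYFP plus Vif, plated and incubated overnight at 37 deg C, then exposed to compounds overnight at 37 deg C. Blocked degradation read as raised yellow fluorescence (Ex 488/Em 500-530).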
# D2 potentiator: positive allosteric modulators of human D2 dopamine receptor | HEK293 T-REx D2, calcium flux, EC20 dopamine potentiation | 340,000 compounds, 0.34% hits | P14416 | potentiation, % at 10 µM | AID 485347;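 active = potentiation over 3 SD above the plate norm, cut at about 30% in these data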; also: 0% is about no effect
# Target sequence (P14416 whole entry, looked up): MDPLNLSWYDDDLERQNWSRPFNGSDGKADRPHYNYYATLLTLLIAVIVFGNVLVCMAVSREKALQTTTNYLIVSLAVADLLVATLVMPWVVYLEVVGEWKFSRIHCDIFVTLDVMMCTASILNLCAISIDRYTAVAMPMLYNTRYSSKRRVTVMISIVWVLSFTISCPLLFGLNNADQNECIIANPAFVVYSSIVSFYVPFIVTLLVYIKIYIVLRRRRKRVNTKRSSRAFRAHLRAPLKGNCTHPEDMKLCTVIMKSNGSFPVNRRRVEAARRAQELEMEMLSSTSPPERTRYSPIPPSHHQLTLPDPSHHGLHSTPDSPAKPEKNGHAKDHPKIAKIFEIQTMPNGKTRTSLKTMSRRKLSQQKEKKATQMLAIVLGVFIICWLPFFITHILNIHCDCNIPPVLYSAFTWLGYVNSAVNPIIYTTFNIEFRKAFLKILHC
#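 Primary screen. Calcium kinetics in induced HEK293 T-REx D2 cells: compound pre-addition 180 s, EC20 dopamine, 180 s more.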
# D1 potentiator: potentiators of human D1 dopamine receptor. 360,000 compounds, 0.036% hits. P21728. HEK293 TREx D1 cells, calcium flux, dopamine EC20 potentiation. potentiation, % at 10 µM; in the data active = potentiation above about 30%; also: 0% is about no effect
# D1 ag: agonists of human D1 dopamine receptor; P21728; HEK293 T-REx D1 cells, calcium flux, agonist mode; activation, % at 2 µM; 360,000 compounds, 1% hits; in the data active = activation above about 30%; also: 0% is about no effect
#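 Tetracycline-induced HEK293 TREx D1 cells, force-coupled to calcium signalling, were dye-loaded with a no-wash calcium kit. Compound was pin-added after a 10 s baseline. Fluorescence was read kinetically at 1 cycle/s for 180 s, with calcium rises flagged as agonism.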
# * marks the source's active call; other numbers are inactive results; ? = inconclusive; . = not tested or not shown; & = joins results of further samples. Unless noted, calls follow the shape of the dose curve; as a rule, active = well fitted curve in the direction sought with a large enough effect; inconclusive = small, poorly fitted or top-dose-only effect, or another doubt; inactive = no such curve, though single readings can be large; an effect the other way counts as inactive or inconclusive. Not all compounds are listed; rates above refer to the full screens.
1: Cc1ccc(S(=O)(=O)NCCN2CCOCC2)c(C)c1C
2: Cc1onc(-c2c(Cl)cccc2Cl)c1C(=O)NC(=S)N1CCOCC1
3: O=C(NC1CC1)c1cc2c(s1)CS(=O)(=O)C2
4: COCC(=O)Nc1ccc2nc3n(c(=O)c2c1)CCCCC3
5: CC(C)(O)C(=O)NNC(=S)NCc1ccco1
6: Cc1ccc(NC(=O)c2ccc(S(=O)(=O)NCc3ccco3)cc2)cc1
7: C#CCN1C(=O)S/C(=C\c2cc3c(cc2OC)OCO3)C1=O
8: NS(=O)(=O)c1ccc(CCNC(=O)COC(=O)C2CCN(c3ccc(C(F)(F)F)cn3)CC2)cc1
9: CCOC(=O)c1c(C)nc2sc(C(=O)Nc3ccccc3)c(N)c2c1-c1ccc(OC)cc1
10: CC1CCCN(C(=O)c2ccc3nc[nH]c3c2)C1 (centres undefined)
screen / no.,1,2,3,4,5,6,7,8,9,10
LDHA inh,-2,-1,0,-4,-3,-4,-4,2,-2,-2
RXFP1 agonist,-0.8%,-0.5%,1.1%,22%,3.8%,-0.7%,2.2%,0.8%,4.1%,-0.7%
D1 antagonist,-3,-2,-3,-1,.,20,15,-13,8,-9
Vif-APOBEC3G blk,7%,1%,-3%,-5%,-4%,-4%,-2%,-1%,-32%,1%
GRP78 ERSR act,-3%,-1%,0%,4%,-3%,-2%,-3%,2%,-5%,-7%
Vif-A3F inh,0%,1%,0%,2%,-4%,0%,?,-11%,0%,-6%
D2 potentiator,3,.,.,12,7,.,15,-8,6,13
D1 potentiator,-2,0,0,0,-2,-7,0,-4,6,-7
D1 ag,1,1,1,2,-1,2,8,19,4,4

11: CCN(CC)Cc1oc(CO)cc(=O)c1O
12: CCC(=O)Nc1ccc(Br)c(Cl)c1
13: C=CCNC(=O)CC(=O)N/N=C/c1ccc(C(=O)OC)cc1
14: COc1ccc(OC)c(C2=C[N+](=O)C(C)(C)C(C)(C)N2[O-])c1
15: Cc1cccc(Nc2nc(N)nc(CN3CCN(c4ccccc4)CC3)n2)c1
16: Cc1ccc(Cn2c(=N)c(C(=O)NCCN3CCOCC3)cc3c(=O)n4ccccc4nc32)cc1
17: CCn1c(SCC(=O)NC(=O)NC(C)(C)C)nc2ccccc21
18: O=C(NC(O)C(=O)c1ccc(F)cc1)c1ccc(F)cc1 (centres undefined)
19: O=C1CCCN1CC(O)CS(=O)(=O)Cc1ccccc1Cl (centres undefined)
20: O=C(CCn1c(=O)sc2ccccc21)NC1CCCCC1
screen / no.,11,12,13,14,15,16,17,18,19,20
LDHA inh,8,-7,-2,-11,-3,-3,-10,-2,-12,0
RXFP1 agonist,-1.0%,-0.9%,0.8%,0.6%,1.0%,-1.9%,0.1%,-1.2%,0.3%,2.3%
D1 antagonist,4,-8,0,-12,12,-3,-4,-8,1,-4
Vif-APOBEC3G blk,0%,1%,-1%,1%,-1%,5%,1%,2%,1%,0%
GRP78 ERSR act,-6%,-6%,-3%,-2%,-3%,-3%,-2%,-1%,-4%,11%
Vif-A3F inh,?,-4%,-1%,4%,5%,4%,15%,-24%,11%,-4%
D2 potentiator,.,5,-2,15,-28,-3,-1,.,-7,-11
D1 potentiator,-3,0,2,54*,-1,-1,-5,-6,0,-6
D1 ag,3,2,1,4,1,0,1,7,0,1

21: CCOC(=O)N1CCc2c(sc3c2c(=O)n(Cc2ccccc2)c(=O)n3Cc2ccccc2Cl)C1
22: CCN(c1ccccc1)S(=O)(=O)c1ccc(OC)c(NC(=O)C2CCC2)c1
23: Oc1c(C=C2N=c3ccccc3=N2)sc(=S)n1-c1ccc(F)cc1
24: C=CCn1c(Cc2ccccc2)n[nH]c1=S
25: O=C(Cn1cnc(Cl)c1Cl)c1ccc(F)cc1
26: CC(C)CN(CC(C)C)C(=O)CC(=O)NC(=O)c1ccc(Cl)cc1
27: Cc1cc(C)cc(N2CN=C3SCC(=O)N3C2)c1
28: c1ccc(-n2nnnc2-n2ccnc2)cc1
29: Cc1ccc(/C(COc2ccccc2O)=N\O)cc1
30: CC(C)(C)NC(=O)c1cc2c(ccc3ccccc32)oc1=O
screen / no.,21,22,23,24,25,26,27,28,29,30
LDHA inh,-17,1,-6&2,-1,-8,-2,2,3,-1,-5
RXFP1 agonist,1.0%,.,-0.5%&-0.4%,-1.9%,1.4%,2.0%,5.0%,-0.9%,0.2%,-0.3%
D1 antagonist,4,.,9,5,0,-4,-4,-97*,-4,-14
Vif-APOBEC3G blk,0%,-20%,-7%&-1%,0%,-8%,-3%,-1%,2%,1%,2%
GRP78 ERSR act,0%,-1%,-1%&-4%,-3%,1%,-4%,-4%,-2%,4%,4%
Vif-A3F inh,5%,-17%,0%&-11%,13%,26%,-2%,5%,3%,0%,3%
D2 potentiator,3,.,6,4,-6,-3,7,-6,9,.
D1 potentiator,-2,.,3,-1,8,-3,6,0,-3,12
D1 ag,0,.,3,3,8,2,5,1,1,9

# Reprinted at random: five compounds from above, in no set order.
24: C=CCn1c(Cc2ccccc2)n[nH]c1=S
30: CC(C)(C)NC(=O)c1cc2c(ccc3ccccc32)oc1=O
21: CCOC(=O)N1CCc2c(sc3c2c(=O)n(Cc2ccccc2)c(=O)n3Cc2ccccc2Cl)C1
26: CC(C)CN(CC(C)C)C(=O)CC(=O)NC(=O)c1ccc(Cl)cc1
27: Cc1cc(C)cc(N2CN=C3SCC(=O)N3C2)c1
screen / no.,24,30,21,26,27
LDHA inh,-1,-5,-17,-2,2
RXFP1 agonist,-1.9%,-0.3%,1.0%,2.0%,5.0%
D1 antagonist,5,-14,4,-4,-4
Vif-APOBEC3G blk,0%,2%,0%,-3%,-1%
GRP78 ERSR act,-3%,4%,0%,-4%,-4%
Vif-A3F inh,13%,3%,5%,-2%,5%
D2 potentiator,4,.,3,-3,7
D1 potentiator,-1,12,-2,-3,6
D1 ag,3,9,0,2,5

# Next part:
31: COc1ccc(C2N(Cc3ccccc3)CC(=O)N2/N=C(\C)c2ccccc2)cc1 (centres undefined)
32: CCc1ccc(C(=O)COC(=O)c2cccc(N3C(=O)c4c(C)nc5ccccc5c4C3=O)c2)cc1
33: Cc1cc(=O)[nH]c2c1cnn2C(C)c1ccccc1 (centres undefined)
34: CCc1nc(SCC(=O)c2ccccc2)c2c(=O)n(C)c(=O)n(C)c2n1
35: CCN(c1ccc(OC)cc1)S(=O)(=O)c1nnc(NC(=O)COc2ccc(C)cc2)s1
36: Cc1cccc(-n2nnnc2SCn2nnc3ccccc3c2=O)c1
37: Cc1cc(NC(=O)CSc2cn(CCNC(=O)c3ccccc3)c3ccccc23)no1
38: COc1cc(/C=C/[N+](=O)[O-])ccc1OC(=O)c1cc2ccccc2oc1=O
39: CCC(C(=O)OCC(=O)N(C)c1c(N)n(Cc2ccccc2)c(=O)[nH]c1=O)c1ccccc1 (centres undefined)
40: COC(=O)c1ccc(N)c(N=CC2=C(O)CC(C)(C)CC2=O)c1
screen / no.,31,32,33,34,35,36,37,38,39,40
LDHA inh,-4,-12,-16,-6,2,-9&9,-1,2,-11,7
RXFP1 agonist,1.6%,0.1%,4.9%,7.5%,-1.3%,-0.7%,2.2%,-1.8%,1.5%,0.5%
D1 antagonist,-3,-25,-10,-2,-1,-4,-15,39,-1,3
Vif-APOBEC3G blk,-3%,-3%,2%,-13%,-2%,0%,-2%,-3%,-3%,-6%
GRP78 ERSR act,3%,-1%,-2%,-8%,-6%,3%,1%,1%,-4%,4%
Vif-A3F inh,-1%,-7%,-1%,2%,-29%,-7%,1%,-1%,0%,?
D2 potentiator,2,10,.,0,-8,3,6,1,-11,.
D1 potentiator,0,-8,-11,5,-3,-7,.,1,-3,-4
D1 ag,3,2,1,3,3,10,2,1,3,10

41: CN(CC(=O)Nc1ccc(F)cc1)CC(=O)N1CCCCC1
42: O=C(c1ccccc1-c1ccccc1)N1CCN(c2ccccn2)CC1
43: CCOC(=O)c1cccc(NC(=O)c2ccc3nc(C(C)C)oc3c2)c1
44: COc1ccc(S(=O)(=O)Nc2cc3c(cc2NCc2ccccc2)n(C)c(=O)n3C)cc1
45: CCCCOc1ccc(S(=O)(=O)Nc2cc(OC)ccc2OC)cc1
46: CC(=O)N1CC=CC1(CC(C)C)C(=O)NCc1cc(F)cc(C(F)(F)F)c1 (centres undefined)
47: COc1cccc(/C=N/Nc2ccc(Cl)nn2)c1OC
48: O=C(Nc1cccnc1)c1cnn2cccnc12
49: CCN(CC)CCCNc1nc(N)c([N+](=O)[O-])c(NCCO)n1
50: O=C(COC(=O)c1cnccn1)c1ccc2c(c1)CCCC2
51: O=C(c1cnc2ccccc2n1)N1CCN(c2ccc(C(F)(F)F)cn2)CC1
screen / no.,41,42,43,44,45,46,47,48,49,50,51
LDHA inh,0,-5,-1,24,3,0,-5,2,-4,0,-3
RXFP1 agonist,2.1%,-0.9%,0.0%,28µM*,1.2%,0.9%,.,1.4%,2.2%,-2.7%,3.0%
D1 antagonist,9,-5,-7,-2,-17,10,.,-14,8,-11,-26
Vif-APOBEC3G blk,0%,?,5%,-8%,1%,2%,0%,0%,1%,1%,-5%
GRP78 ERSR act,-4%,-1%,-1%,-1%,-2%,3%,9%,-1%,-3%,-2%,-6%
Vif-A3F inh,6%,-9%,1%,-8%,-6%,-1%,0%,5%,1%,13%,3%
D2 potentiator,-6,7,.,5,8,17,.,-1,-4,1,-4
D1 potentiator,-2,-5,2,-2,-6,-3,.,0,-5,-5,-2
D1 ag,1,6,3,6,5,-3,.,0,1,2,3
